# GSK3B inh: human GSK3beta kinase inhibition; GST-GSK3beta kinase, ADP-Glo luminescence, 60 min; stronger effect = lower value; AID 2097; hit rate 0.038% among 300,000; activity score (negative = inhibition), % at 10 µM; P49841;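 active = more than half of replicate wells score below -50%, meaning over 50% inhibition versus plate controls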;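 also: 0% = median DMSO wells and -100% = median GW8510 positive control wells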
# Target sequence (P49841 whole entry, looked up): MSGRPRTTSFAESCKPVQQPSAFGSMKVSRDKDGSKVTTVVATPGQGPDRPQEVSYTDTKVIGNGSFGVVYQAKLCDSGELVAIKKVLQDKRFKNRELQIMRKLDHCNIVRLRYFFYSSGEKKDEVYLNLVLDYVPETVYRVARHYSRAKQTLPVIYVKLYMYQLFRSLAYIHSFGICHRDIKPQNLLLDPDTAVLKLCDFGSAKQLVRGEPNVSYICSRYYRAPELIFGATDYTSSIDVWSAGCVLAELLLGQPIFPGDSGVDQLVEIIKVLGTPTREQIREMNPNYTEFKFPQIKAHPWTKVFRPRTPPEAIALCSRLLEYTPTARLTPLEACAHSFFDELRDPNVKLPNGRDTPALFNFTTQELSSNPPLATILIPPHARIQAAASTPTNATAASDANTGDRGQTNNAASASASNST
#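 Test system – GST-tagged human GSK3beta kinase, cell-free · Incubation – 60 min enzyme reaction, room temperature · Signal – ADP-Glo luminescence · Also added – peptide substrate and ATP at 25 µM · Controls – DMSO neutral wells and GW8510 at 20 µM as positive · Buffer or medium – Tris/MgCl2 kinase buffer · Measure – Luminescence-derived activity versus plate DMSO and GW8510 wells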
# KLF5 inhibitor: suppresses KLF5 promoter-driven expression. inhibition, % at 5 µM. hit rate 0.23% among 290,000. DLD-1 KLF5 promoter-luciferase reporter, luminescence;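 active = inhibition above a per-plate limit of that plate's mean compound inhibition plus 3 SD, cut at about 60% in these data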;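 also: 0% = DMSO wells and 100% = LY294002 at 200 µM; higher means less KLF5 promoter-driven luciferase light; inactives centre near -14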
# PolyA inh: yeast polyadenylation inhibition. S. cerevisiae SKY197-pL101 polyadenylation reporter, beta-gal luminescence; efflux-impaired pdr1/pdr3 knockout yeast; score 100 = 6 SD above DMSO. calls only at 12 µM. hit rate 0.02% among 300,000;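 active = lowest replicate activity score at least 50, where 100 means six control SD above control mean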;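 also: yeast exposed to compound for 9 h at 30 °C; higher score means more reporter readthrough which indicates perturbed polyadenylation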
# HSF1 inhib: HSF1 inhibition; NIH3T3-HGL HSE-luciferase, MG132-induced, luminescence 8 h; stronger effect = lower value; activity change, negative = inhibition, % at 7.5 µM (by protocol); hit rate 0.77% among 300,000;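 active = more than half of replicate wells show activity change below -50%, luminescence cut by over half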;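 also: luciferase reports HSF-1 transcriptional activity via heat shock element; 0% = median of DMSO wells and -100% = zero luminescence signal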
# GSK3A inh: blocks human GSK-3 alpha kinase | hit rate 0.1% among 320,000 | inhibition, % at 10 µM | AID 2650 | P49840 | ADP-Glo luminescence, 60 min;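 in the data active = inhibition above about 50%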;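 also: GST-tagged GSK-3 alpha with peptide substrate and 25 µM ATP; 0% = DMSO neutral wells and 100% = GW8510 positive control wells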
# Target sequence (P49840 whole entry, looked up): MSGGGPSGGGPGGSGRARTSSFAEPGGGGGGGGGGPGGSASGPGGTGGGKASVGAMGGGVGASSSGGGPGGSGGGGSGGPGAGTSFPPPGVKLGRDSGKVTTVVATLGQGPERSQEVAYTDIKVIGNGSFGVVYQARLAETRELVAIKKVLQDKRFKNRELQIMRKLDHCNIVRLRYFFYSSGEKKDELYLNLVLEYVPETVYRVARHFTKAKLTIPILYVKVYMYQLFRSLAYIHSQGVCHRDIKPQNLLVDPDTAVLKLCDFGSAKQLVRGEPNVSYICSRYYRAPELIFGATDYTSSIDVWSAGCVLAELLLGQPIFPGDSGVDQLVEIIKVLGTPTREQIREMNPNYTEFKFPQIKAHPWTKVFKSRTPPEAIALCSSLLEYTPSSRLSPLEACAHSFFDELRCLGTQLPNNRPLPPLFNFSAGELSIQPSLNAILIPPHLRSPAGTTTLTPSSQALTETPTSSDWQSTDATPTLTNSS
# HSP90 inh: blocks HSP90-mediated luciferase refolding in reticulocyte lysate. inhibition, % at 5.6 µM. Rabbit reticulocyte lysate, luciferase refolding luminescence, 3 h. AID 1789. hit rate 0.91% among 290,000;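 active = inhibition above the screen-wide mean plus 3 SD, computed separately per campaign, cut at about 16% in these data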;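 also: 0% = DMSO wells and 100% = 60 µM geldanamycin wells; inhibitors lower the luminescence because luciferase stays unfolded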
# AI-2 QS mod: Vibrio harveyi AI-2 quorum sensing modulation; Vibrio harveyi JMH597 AI-2 luminescence/OD600 ratio, 9 h; stronger effect = lower value; strain lacks LuxN and CqsS sensors; 0 = neutral-control median; activity change, % at 7.5 µM; hit rate 0.4% among 300,000; in the data active = activity change below about -75%, passing the limit was not always enough;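 also: luminescence divided by OD600 gain over 9 h not by final OD600 alone; inactives centre near 13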
# IEC-6 tox: kills IEC-6 intestinal cells in KLF5 counter-screen. IEC-6 cytotoxicity, luminescence viability. inhibition, % at 5 µM. hit rate 0.78% among 290,000; in the data active = inhibition above about 22%;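 also: 0% = plate median of test compound wells and 100% = cytotoxic reference compound wells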
# HSF-1 act: increases HSF-1 driven luciferase reporter signal. NIH3T3-HGL HSF-1 luciferase reporter, MG132, 8 h; 100% = twice DMSO control signal. activation, % at 9 µM. hit rate 1.7% among 300,000;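 active = mean replicate activation of at least 50% with a set share of replicates each reaching 50%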;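 also: 0% = median of the neutral control wells and 100% = twice that signal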
# aSyn 5UTR inh: MLPCN primary screen, SNCA 5' untranslated region; alpha-synuclein 5'UTR reporter, inhibitor activity; inhibition, % (tested at 7.5 µM); hit rate 0.82% among 300,000; in the data active = inhibition above about 60%;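 also: H4 neuroglioblastoma cells stably carrying SNCA 5'UTR luciferase fusion; 0% = DMSO wells and 100% = positive control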
# * hit, by the source's call; i = inactive; · = no result given. Only part of the results is shown; rates above refer to the full screens.
# Every second line gives: GSK3A inh	KLF5 inhibitor	AI-2 QS mod	HSF1 inhib	IEC-6 tox	HSF-1 act	PolyA inh	aSyn 5UTR inh	GSK3B inh	HSP90 inh
- Cc1nn(-c2ccccc2)c(Cl)c1/C=N/NC(N)=O
 : -1	-14	15	-11	0	3	i	-2	-5	-4
- CON(C)S(=O)(=O)c1cccc(C(=O)Oc2ccc(N(C)S(=O)(=O)c3ccccc3)cc2)c1
 : -2	-22	6	-5	-1	-14	i	-3	-4	0
- CCOC(=O)C1=C(N)Oc2ccc3ccccc3c2C1c1ccc(O)cc1 (stereo unspecified)
 : -1	-1	-2	4	9	-6	i	-12	-2	7
- Cc1nc2ccc(S(=O)(=O)NCC(=O)N3CCc4ccccc4C3)cc2s1
 : -3	6	9	11	-1	28	i	31	1	5
- CSc1nnc(-c2sc3cc(C(F)(F)F)cnc3c2-c2cccnc2)n1C
 : 1	-17	14	1	4	5	i	6	2	4
- COc1ccc(CNc2nc3c(c(=O)[nH]c(=O)n3C)n2CCCc2ccccc2)cc1
 : -1	17	15	2	4	3	i	35	0	-1
- CC(C)(C)NC(=O)C(c1ccc(Cl)cc1)N(CCO)C(=O)c1snc(C(N)=O)c1N (stereo unspecified)
 : 6	-25	24	8	-6	31	i	-1	-1	-4
- CCC(C)c1ccc(NC(=O)COC(=O)C2=COCCO2)cc1 (stereo unspecified)
 : -5	-10	-1	-1	-4	32	i	-21	-1	1
- NC(=O)c1ccccc1NC(=O)CCN1C(=O)c2ccccc2C1=O
 : -5	-26	9	12	4	13	i	16	-2	2
- CCCCn1c(Nc2ccccc2)nc2ccccc21
 : -2	-36	16	0	-5	33	i	20	0	3
- CCCn1c(SCC(=O)NCCc2ccccc2)nnc1C(C)C
 : 2	0	10	-2	-2	6	i	10	2	-1
- Cc1cccc(NC(=O)CN2NS(=O)(=O)c3ccccc3C2=O)c1
 : -2	-21	12	-1	0	20	i	2	1	4
- Cc1cc(NS(=O)(=O)c2ccc(NC(=O)Nc3ccccc3)cc2)no1
 : 0	-6	20	-5	2	4	i	24	4	0
- Oc1ccccc1CNCCCNCc1ccccc1O
 : 2	7	31	6	4	47	i	-47	0	-2
- Oc1ccc(Br)cc1CNc1ccccn1
 : -1	4	-33	4	-1	33	i	-20	0	0
- Cc1ccc(C)c(S(=O)(=O)NNC(=O)c2sc(NS(=O)(=O)c3ccccc3)nc2C)c1
 : -1	-3	20	0	-3	-3	i	7	3	2
- CNc1nc2sc3c(c2c(=O)n1C)CC(C)(C)SC3
 : 3	-27	28	-5	0	-7	i	12	0	4
- CC(C)Cn1c2c(c(=O)[nH]c1=O)C(NS(=O)(=O)c1ccc(Cl)cc1)(C(F)(F)F)C(=O)N2 (stereo unspecified)
 : 2	-19	18	0	5	5	i	9	3	3
- O=[N+]([O-])c1ccc(Nc2c3ccccc3nc3ccccc23)cc1
 : ·	2	-9	-1	7	8	i	35	1	-1
- O=C(CCc1nc2ccccc2[nH]1)Nc1ccccc1
 : ·	-46	15	2	-5	-7	i	14	-8	-2
- O=C(O)C[C@]1(C(=O)Nc2ccc(F)cc2)CC(/C=C/c2ccccc2)=NO1
 : -4	-25	4	-2	-1	12	i	8	7	-2
- COc1ccc(NC(=O)C(=O)NCC(c2ccco2)N2CCc3ccccc3C2)cc1OC (stereo unspecified)
 : -4	·	14	-2	·	-8	i	14	-4	·
- Cc1ccc(Cl)cc1N1CCN(Cc2nc3c(c(=O)[nH]c(=O)n3C)n2Cc2ccccc2F)CC1
 : 1	·	10	-6	·	0	i	-7	1	·
- CC[C@H](C)[C@H](NC(N)=O)C(=O)NNC(=O)c1ccc(COc2cccc3cccnc23)cc1
 : 0	-9	60	-4	7	-10	i	5	-2	1
- CC(=O)NC(CC(=O)OCC(=O)c1c(N)n(C)c(=O)n(C)c1=O)c1ccccc1 (stereo unspecified)
 : 2	-2	27	-3	1	-2	i	-14	2	4
- COC(=O)COc1ccc(S(=O)(=O)NCc2ccco2)cc1
 : 2	-15	1	-11	-1	-12	i	-16	-1	-2
- CCO/N=C(\N)c1[nH]ncc1Br
 : -1	-8	17	-1	1	6	i	1	-4	-1
- Cc1cc(NC(=O)CSc2nccn2C)no1
 : 3	-12	21	-7	-2	2	i	-7	-2	0
- CN(C)C(=S)N=Nc1[nH]c2ccccc2c1O
 : 1	-80	1	1	-1	30	i	-38	-1	2
- Cc1ccc(N2C(=O)CN(Cc3sccc3C)C2=S)cc1C
 : ·	7	18	-4	11	0	i	14	2	-1
- Cc1ccc([N+](=O)[O-])c(OCCn2cnc3ccccc32)c1
 : ·	-38	-10	1	-6	18	i	4	-1	-2
- CC(=O)Nc1cccc(NC(=O)CSc2nnc3ccc(-c4ccncc4)nn23)c1
 : -2	·	6	-3	·	-8	i	8	-2	·
- CCOC(=O)c1cccc(NC(=O)CCc2nc(-c3ccccc3F)no2)c1
 : -1	-12	2	-4	-9	12	i	36	-2	0
- COc1ccccc1C1CC(c2ccc(NS(C)(=O)=O)cc2)=NN1C(=O)c1ccccc1 (stereo unspecified)
 : -1	-23	-5	-5	-1	10	i	-7	-2	0
- CCOc1cc(/C=N/Nc2nc(=O)[nH]nc2C)ccc1O
 : 7	-2	-3	7	2	5	i	1	-3	4
- Cc1ccc(/C=N\NC(=O)CCc2n[nH]c(=O)[nH]c2=O)o1
 : -1	-3	17	-7	-8	2	i	9	2	-1
- CCOc1ccc(CCNC(=O)COC(=O)Cn2cnc3ccccc3c2=O)cc1OCC
 : -3	-17	15	-4	4	-9	i	0	4	1
- CS(=O)(=O)N(CC(=O)NCc1ccco1)Cc1ccc(Cl)cc1
 : 0	-28	17	11	-8	1	i	-10	1	-2
- CCn1c(SCC(=O)NC(=O)NC(C)(C)C)nc2ccccc21
 : 19	-11	1	0	13	2	i	3	3	-1
- COc1ccc(Cn2c(=O)[nH]c3cc(C(=O)NCCCN4CCCC4)ccc3c2=O)cc1
 : ·	-27	12	-1	2	2	i	-30	1	3
- COc1ccc2nc(SCCN(C)C)[nH]c2c1
 : 1	-16	18	1	1	22	i	-3	-3	4
- CC(C)CN(C(=O)CN1CCN(c2ccccc2O)CC1)c1c(N)n(CC(C)C)c(=O)[nH]c1=O
 : 1	-6	28	-1	-5	-4	i	-5	-3	1
- Cc1ccc(COc2ccc(Br)cc2/C=N/O)cc1
 : -3	-122	-6	74	4	94*	i	-156	-6	-2
- O=C(CSc1n[nH]c(-c2cccs2)n1)N1CCCCC1
 : -3	·	4	-2	·	-14	i	-27	0	·
- NNC(=S)Nc1ccccc1Cl
 : -3	-57	15	-53*	4	-59	i	-185	-1	45*
- CC(=O)c1cn(CCOc2ccccc2C)c2ccccc12
 : -3	-35	0	6	15	21	i	22	1	6
- Cc1cc(N/N=C/c2ccc(O)c(C)c2O)nc(-c2ccccc2O)n1
 : -1	-30	3	-59*	10	-62	i	87*	1	-2
- O=C(NCCc1nc2ccccc2[nH]1)c1ccco1
 : -2	-29	28	-5	5	-12	i	11	4	3
- Cc1ccc(C)c(N2CCN(C(=O)C3CCCCN3S(=O)(=O)c3ccc(F)cc3)CC2)c1 (stereo unspecified)
 : 1	-45	6	3	3	15	·	16	-4	3
- CCOC(=O)c1cnn(-c2nc(-c3ccccc3)cs2)c1C(F)(F)F
 : -2	-5	8	2	-4	10	i	-32	0	-3

# New compounds follow.
# Every second line gives: GSK3A inh	KLF5 inhibitor	AI-2 QS mod	HSF1 inhib	IEC-6 tox	HSF-1 act	PolyA inh	aSyn 5UTR inh	GSK3B inh	HSP90 inh
- COc1cc2c(cc1OC)C(c1ccc([N+](=O)[O-])cc1)NCC2 (stereo unspecified)
 : 0	-7	24	4	-7	-3	i	14	1	-5
- Cc1[nH]c2ccccc2c1C1(O)C(=O)N(Cc2ccc3c(c2)OCO3)c2ccccc21 (stereo unspecified)
 : ·	-25	4	-8	20	-16	i	-16	0	4
- Cc1ccc(CNC(=O)/C=C/c2cccs2)cc1
 : -3	-32	-96*	14	1	9	i	-184	2	5
- COc1ccc(F)cc1CN1CCN(C(=O)CCC(=O)Nc2nnc(C3CCCCC3)s2)CC1
 : -1	-38	-10	-3	2	3	i	-13	5	5
- COCCN(CCOC)C(=O)Nc1ccc(Cl)cc1
 : 1	-13	6	-2	-5	3	i	-28	2	-2
- CCN(CC)S(=O)(=O)c1ccc2oc(C(=O)N3CCOCC3)c(C)c2c1
 : -5	-7	5	3	3	-2	i	17	2	-1
- O=C(O)CCNS(=O)(=O)c1ccc2c(c1)CCCC2
 : -4	-25	31	3	-6	25	i	11	1	-1
- CCN1CCN(C(c2cc3cc4c(cc3[nH]c2=O)OCO4)c2nnnn2C(C)(C)CC)CC1 (stereo unspecified)
 : -1	7	-5	-6	2	-4	i	-6	-1	5
- COc1ccc(/C(C)=N/NC(=O)c2cccc(S(=O)(=O)N3CCCC3)c2)c(O)c1
 : 0	·	46	0	·	-12	i	78*	3	·
- COc1cc(CN2CCN(c3ccc(C)cc3)CC2)cc([N+](=O)[O-])c1O
 : 0	-4	17	0	2	1	i	9	3	4
- CCC(=O)N1CCN(c2cc(C)ccc2C)CC1
 : -1	-21	5	-2	4	1	i	6	4	1
- COc1ccccc1N1CCN(C(=O)c2cc3c(s2)CCC3)CC1
 : -3	7	19	-3	-1	9	i	8	4	2
- Cc1ccc(CNc2ccc3c(c2)ncn3C(C)(C)C)cc1
 : 2	-177	-48	13	-1	26	i	-97	0	-1
- COC(=O)c1ccc(OCC(=O)NC2CCCCCC2)cc1
 : 2	-4	-3	5	3	3	i	-5	-2	2
- CCCNC(=O)c1ccc(N2CCC3(CC2)CC(c2cccc(Br)c2)=NO3)c(NC(=O)c2ccccc2)c1
 : -2	·	17	-9	·	-6	i	25	4	·
- Cc1cc(C)c(S(=O)(=O)c2ccccc2C)c(Cl)n1
 : -3	22	10	2	6	11	i	11	1	1
- CC1=CC(=C(C#N)C#N)C=C(C)N1Cc1ccccc1
 : 5	0	-4	8	6	3	i	9	0	-1
- Cc1cccc2sc(N(CCCN(C)C)C(=O)c3ccc(Cl)s3)nc12
 : 0	8	2	-11	-2	-9	i	-10	-1	-2
- COc1ccc(N2CC(C(=O)Nc3ccc(S(=O)(=O)N4CCCC4)cc3)CC2=O)cc1 (stereo unspecified)
 : -2	-1	0	-6	0	6	·	36	11	5
- Cc1cc(=O)oc2cc(OCCSc3nnc(-c4ccccc4)o3)ccc12
 : -1	-27	17	-5	-5	11	i	26	2	1
- O=[N+]([O-])c1ccccc1OCCCNCc1ccccc1
 : -6	-31	41	-1	-3	-4	i	0	-3	-1
- Cc1ccc(CNS(=O)(=O)c2cc3c(cc2C)NC(=O)CO3)cc1
 : 1	-1	11	-4	-6	-15	i	22	0	-6
- COc1cc(C(=O)NCCCN(C)C)ccc1OCC(=O)Nc1cccc(C(F)(F)F)c1
 : 6	4	12	-4	0	-5	i	-2	1	4
- O=C(CNC(=O)C1CCCCC1)Nc1ccc(F)c(Cl)c1
 : 2	5	15	-8	4	-19	i	8	2	1

# Screening data (PubChem BioAssay)
